# Screening data (PubChem)
# G9a inh: G9a (human) methyltransferase inhibition; Q96KQ7; G9a H3K9 monomethylation, AlphaScreen, 2 h; Potency, µM (highest dose often 102 µM), inactives show at the highest dose activity, negative = inhibition, hits mostly inhibitors; 8.8% of 350,000 active; also: potency is read from the fitted curve at half-maximal effect; % is scaled to controls: 0 for no effect and ±100 for the full control effect; nearly all actives have a fitted effect of over 75% in size
#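 Step 1: enzyme (final 20 nM) with compound, 15 min RT. Step 2: substrate peptide 500 nM and SAM 20 uM, 2 h RT. Step 3: anti-H3K9me1 antibody and AlphaScreen beads, 10 min, then plate read.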
# BAZ2B block: BAZ2B (human) inhibition; AID 504333; Potency, µM (highest dose often 114 µM), without a hit: top-dose activity change, negative = inhibition, most hits filed as inhibitors; 4.4% of 360,000 active; AlphaScreen BAZ2B-H3K14Ac peptide displacement; also: potency is read from the fitted curve at half-maximal effect; % is scaled to controls: 0 for no effect and ±100 for the full control effect; nearly all actives have a fitted effect of over 60% in size
#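 Multi-concentration screen (max 110 uM) measuring displacement of acetylated histone H3 peptide from BAZ2B by AlphaScreen, using 50 nM protein, 50 nM peptide and 10 ug/mL streptavidin donor plus Ni-chelate acceptor beads.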
# HP1b chromo inh: inhibitors of HP1-beta chromodomain binding to methylated histone tails. P83916. AlphaScreen HP1-beta / biotin-H3K9me3 peptide binding. Potency, µM (doses to about 114 µM), for the others: top-dose activity change, negative = inhibition, usual class: inhibitors. 0.56% of 390,000 active. AID 540317; also: potency is read from the fitted curve at half-maximal effect; nearly all actives have a fitted effect of over 70% in size; inactives centre near 23
#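 HP1-beta protein (50 nM final) preincubated 30 min at room temperature with biotinylated H3(1-18)K9me3 peptide (50 nM) in PBS pH 7.4, 0.01% Tween-20, then compound added for 30 min. AlphaScreen streptavidin donor/nickel chelate acceptor beads (10 ug/mL final), 30 min dark, luminescence read.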
# Tb PGK inh: T. brucei PGK inhibition; Potency, µM (series often up to 57.5 µM), inactives show at the highest dose activity change, negative = inhibition, most hits filed as inhibitors; 0.043% of 380,000 active; P07378; PGK/GAPDH coupled, Kinase-Glo luminescence, 60 min; also: potency is read from the fitted curve at half-maximal effect; % is scaled to controls: 0 for no effect and ±100 for the full control effect; nearly all actives have a fitted effect of over 60% in size
#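 Recombinant glycosomal PGK reaction used 1,3-bisphosphoglycerate generated in-well by GAPDH (100nM final) in 100mM TEA pH 7.6, 5mM MgCl2, 0.01% Tween-20. After 60 minutes at room temperature, ATP was read by Kinase-Glo Plus luminescence end-point.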
# ERG-DNA inh: blocks human ERG Ets domain binding to DNA; 0.028% of 370,000 active; fluorescence polarization, His-ERG Ets domain / labelled DNA; Potency, µM (top dose mostly 76.9 µM), for inactives: at the top dose FP activity, negative = inhibition, most hits filed as inhibitors; active = well fitted inhibition curve with a large enough effect in the polarisation, with a control signal flat; inconclusive = small, poorly fitted or top-dose-only effect, or effect the other way, or a change in a side signal; inactive = no such curve, though single readings can be large or run the other way; the % refers to the polarisation;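 also: polarization taken with two DNA probes labelled with fluorescein and Texas red; potency is read from the fitted curve at half-maximal effect; % of control where 0% means no effect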
# Target sequence (P11308 whole entry, looked up, the tested form may be a part): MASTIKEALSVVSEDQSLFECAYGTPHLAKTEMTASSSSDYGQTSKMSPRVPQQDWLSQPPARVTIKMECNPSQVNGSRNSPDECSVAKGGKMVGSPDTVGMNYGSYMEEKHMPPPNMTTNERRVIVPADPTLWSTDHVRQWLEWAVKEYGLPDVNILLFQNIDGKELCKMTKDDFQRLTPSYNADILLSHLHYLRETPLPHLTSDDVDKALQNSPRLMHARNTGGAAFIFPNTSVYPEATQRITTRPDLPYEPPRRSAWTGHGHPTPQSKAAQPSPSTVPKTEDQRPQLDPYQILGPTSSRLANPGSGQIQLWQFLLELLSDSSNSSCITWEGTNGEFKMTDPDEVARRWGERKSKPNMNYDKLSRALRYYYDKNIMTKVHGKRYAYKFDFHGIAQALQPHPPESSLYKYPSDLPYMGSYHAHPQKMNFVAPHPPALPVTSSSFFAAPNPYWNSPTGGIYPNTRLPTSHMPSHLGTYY
#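 His-tagged ERG Ets domain (1 uM in the protein solution; 300mM KCl, 50mM Tris-HCl, 1mM EDTA, 1mM DTT, pH 7.5) received compound, then a probe mix of 5 nM fluorescein-DNA and 100nM Texas-615-DNA. Fluorescence polarization was read for both dyes.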
# PI4K2A block: PI4K2A (human) kinase inhibition. Q9BTU6. purified PI4K2A, ADP-Glo luminescence, 1 h; active compounds read low. activity change, negative = inhibition, % at 76.9 µM. 0.13% of 420,000 active. AID 1346378; in the data active = activity change below about -50%; inconclusive = mostly about -30% to -49%;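 also: -100% = wells without enzyme as full effect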
# Target sequence (Q9BTU6 whole entry, looked up): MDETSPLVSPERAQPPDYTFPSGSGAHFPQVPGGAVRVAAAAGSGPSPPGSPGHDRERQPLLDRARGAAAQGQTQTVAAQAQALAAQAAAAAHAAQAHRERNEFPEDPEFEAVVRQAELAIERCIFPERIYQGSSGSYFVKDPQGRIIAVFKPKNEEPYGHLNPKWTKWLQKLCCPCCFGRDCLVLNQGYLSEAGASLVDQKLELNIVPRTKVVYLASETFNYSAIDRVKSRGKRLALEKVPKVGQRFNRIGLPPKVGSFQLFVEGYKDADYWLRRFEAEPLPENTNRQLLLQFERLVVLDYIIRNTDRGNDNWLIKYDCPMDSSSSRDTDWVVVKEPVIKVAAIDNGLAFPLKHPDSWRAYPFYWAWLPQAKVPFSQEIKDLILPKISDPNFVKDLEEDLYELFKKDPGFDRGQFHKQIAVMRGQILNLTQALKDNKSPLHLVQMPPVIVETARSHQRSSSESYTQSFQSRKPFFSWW
#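 In this quantitative HTS, ADP production by PI4K2A was quantified luminescently after 1 h at ambient temperature; 100 microM adenosine served as plate-quality control.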
# JMJD2A Tudor: inhibitors of human JMJD2A Tudor domain; AlphaScreen JMJD2A-Tudor / H3K4me3 peptide binding; Potency, µM (series often up to 114 µM), for the others: top-dose activity change, negative = inhibition, most hits filed as inhibitors; AID 504339; 4.4% of 390,000 active; also: potency is read from the fitted curve at half-maximal effect; % is scaled to controls: 0 for no effect and ±100 for the full control effect; nearly all actives have a fitted effect of over 50% in size
# Pin1 inhibitor: blocks the human prolyl isomerase Pin1 | Q13526 | Pin1 FP peptide displacement, HiFluor488, 10 min | Potency, µM (top dose mostly 115 µM), for inactives: at the highest dose activity, negative = inhibition, usual class: inhibitors | 0.009% of 390,000 active | AID 504891; active = well fitted inhibition curve with a large enough effect in the polarisation, with a control signal flat, not every such curve was filed as active; inconclusive = small, poorly fitted or top-dose-only effect, or effect the other way, or a change in a side signal; inactive = no such curve, though single readings can be large or run the other way; the % refers to the polarisation; also: potency is read from the fitted curve at half-maximal effect; % is scaled to controls: 0 for no effect and ±100 for the full control effect
# Target sequence (Q13526 whole entry, looked up): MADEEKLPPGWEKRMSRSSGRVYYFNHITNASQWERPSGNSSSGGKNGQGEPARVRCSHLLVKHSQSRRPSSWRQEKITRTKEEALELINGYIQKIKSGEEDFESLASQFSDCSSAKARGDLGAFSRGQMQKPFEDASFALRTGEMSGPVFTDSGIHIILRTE
# GLS inh: blocks human kidney-isoform glutaminase activity; O94925; GLS enzymatic activity, qHTS titration; Potency, µM (highest dose often 45.5 µM), without a hit: at the top dose activity change, negative = inhibition, actives largely listed as inhibitors; 0.21% of 410,000 active; also: potency is read from the fitted curve at half-maximal effect; % is scaled to controls: 0 for no effect and ±100 for the full control effect
#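 Coupled fluorescence readout: glutamate oxidase/HRP/Amplex Red detect glutamate formed by hKGA from L-glutamine (1 mM solution added). Buffer 45 mM KH2PO4 pH 8.2, 0.02% Tween-20; reads at t0 and 30 min RT.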
# Numbers without * were called inactive; i = inactive; u = inconclusive; x = not tested or not shown; [ ] = another dose, or the depositor's remark. Unless noted, calls follow the shape of the dose curve; as a rule, active = well fitted curve in the direction sought with a large enough effect; inconclusive = small, poorly fitted or top-dose-only effect, or another doubt; inactive = no such curve, though single readings can be large; an effect the other way counts as inactive or inconclusive.
# Second line of a record: GLS inh	HP1b chromo inh	BAZ2B block	JMJD2A Tudor	ERG-DNA inh	Pin1 inhibitor	Tb PGK inh	G9a inh	PI4K2A block
Cc1c(NC(=O)C(=O)/C=C(\O)c2ccc(Br)cc2)c(=O)n(-c2ccccc2)n1C
    20.5%	-17.5%	u	25.1µM*	-9.6%	17.4%	16.0%	u	-1.9
COc1ccc2c3c([nH]c2c1)C(C)N(CCC(=O)NN)CC3 (stereo unspecified)
    10.7%	35.5%	u	u	7.0%	4.8%	-1.3%	-3.7%[59 µM]	-10.6
O=C(O)COc1ccc(S(=O)(=O)NCCc2ccccc2)cc1
    -6.4%	54.7%[activator]	11.2%	-15.9%	-0.5%	1.4%	-6.8%	11.9%[59 µM]	4.5
O=C(OCCCc1cc2ccccc2c(=O)o1)c1ccco1
    -4.6%	63.9%[activator]	3.8%	-4.1%	-4.5%	-4.1%	-0.1%	-3.3%[0.501 µM]	2.3
CC(=O)N1CCOc2ccc(S(=O)(=O)NCCc3ccc(Cl)cc3)cc21
    -0.6%	60.8%[activator]	-19.1%	-17.8%	2.3%	-1.5%	i	u	0.0
COc1cc2c(cc1OC)CN(Cc1cc(=O)n3c(-c4ccccc4)csc3n1)CC2
    0.0%	32.4%	-3.8%	-20.4%	18.9%	12.7%	5.6%	25.1µM*	-15.5
CN(C)CCOCCOc1ccc(Cl)c2ccccc12
    -2.9%	u	50.1µM*	3.16µM*	-6.8%	-4.9%	-8.7%	14.1µM*	9.3
C[N+]1(C)CC2([N+](=O)[O-])CC=C(Oc3ccccc3)C([N+](=O)[O-])(C2)C1 (stereo unspecified)
    3.8%	24.1%	-5.6%	-2.4%	0.5%	3.9%	i	7.9%	3.1
O=C(COc1ccccc1)NC1CCSC1=O (stereo unspecified)
    2.7%	47.2%[activator]	-23.7%	-2.1%	-20.9%	-1.3%	0.4%	5.1%	3.1
COc1ccc(NC(=S)Nc2ccc3nc(C)c(C)nc3c2)cc1
    15.6%	7.8%	0.5%	-13.5%	-5.7%	-3.8%	-9.4%	44.7µM*	2.3
Cc1ccc(S(=O)(=O)N2CCC(C(=O)N3CCC(C(=O)NCC4CCCO4)CC3)CC2)cc1 (stereo unspecified)
    -1.4%	12.0%	0.7%	-14.5%	-1.6%	u	-8.7%	-25.7%	3.8
NS(=O)(=O)c1ccc(F)c(C(=O)O)c1
    -10.0%	21.7%	-10.8%	3.8%	-0.5%	-7.1%	-0.8%	-28.3%	6.6
COc1ccc([N+](=O)[O-])cc1NC(=O)C(C)Sc1ccc(C)cc1 (stereo unspecified)
    7.6%	2.8%	-7.2%	-29.2%	x	7.2%	-0.6%	10.0%[59 µM]	3.0
O=C(COC(=O)c1ccc(-c2ccccc2)cc1)Nc1ccccc1-c1ccccc1
    2.3%	26.5%	-6.0%	-5.6%	-3.9%	6.9%	-1.3%	13.4%[59 µM]	-5.2
Cc1ccc(S(=O)(=O)N2CCN(C(=O)Cn3nc(C)c([N+](=O)[O-])c3C)CC2)c(C)c1
    -5.4%	28.6%	-21.2%	-5.1%	6.1%	-1.2%	-9.1%	30.7%	-0.7
O=C1CC(c2ccccc2)SC(N(c2ccccc2)c2ccccc2)=N1 (stereo unspecified)
    -1.7%	25.2%	9.7%	1.3%	11.9%	-6.7%	-9.7%	3.8%	1.8
O=C1/C(=C/c2cccs2)SC(=S)N1NS(=O)(=O)c1ccccc1
    17.4%	20.1%	u	u	7.0%	-0.5%	6.3%	u	4.0
CC(C)C(=O)Nc1cccc(C(=O)Nc2ccc3c(c2)OCO3)c1
    -8.1%	66.0%[activator]	7.2%	-10.7%[57.1 µM]	5.7%	2.2%	-15.2%	-5.8%	-14.9
CCN(CC)S(=O)(=O)c1ccc(N2CCOCC2)c(NC(=S)NC(=O)c2ccco2)c1
    -21.2%	u	-31.5%	u	40.8%[activator]	u	-3.8%	28.2µM*	1.0
Cc1ccc(NC(=O)c2oc3ccccc3c2NC(=O)c2ccccc2C)cc1
    -9.0%	25.0%	-3.6%	-16.9%	3.5%	-3.0%	0.8%	3.7%[59 µM]	-5.6

# The last two records of the part above come first, to join the parts.
# Second line of a record: GLS inh	HP1b chromo inh	BAZ2B block	JMJD2A Tudor	ERG-DNA inh	Pin1 inhibitor	Tb PGK inh	G9a inh	PI4K2A block
CCN(CC)S(=O)(=O)c1ccc(N2CCOCC2)c(NC(=S)NC(=O)c2ccco2)c1
    -21.2%	u	-31.5%	u	40.8%[activator]	u	-3.8%	28.2µM*	1.0
Cc1ccc(NC(=O)c2oc3ccccc3c2NC(=O)c2ccccc2C)cc1
    -9.0%	25.0%	-3.6%	-16.9%	3.5%	-3.0%	0.8%	3.7%[59 µM]	-5.6
COC(=O)c1ccc(/C=N/NC(=O)CC(=O)NCc2cccnc2)cc1
    0.0%	20.4%	-1.2%	-7.0%	4.8%	1.0%	-5.4%	6.8%	4.2
O=C(c1cccnc1)N1N=C2CCCCCC2C1(O)C(F)(F)F (stereo unspecified)
    4.2%	37.9%[activator]	-6.1%	-17.9%	-1.2%	3.1%	6.0%	x	1.5
COc1ccc(C(C[N+](=O)[O-])c2c(C)cc3ccccn23)cc1 (stereo unspecified)
    0.0%	-16.8%	u	u	1.2%	-4.2%	5.2%	35.5µM*	2.5
Oc1ccc2ccc3[nH]cnc3c2c1
    18.1%	4.4%	-14.7%	-4.9%	3.8%	-1.9%	0.2%	u	-3.7
CC(C)[C@H](NC(=O)NCc1ccco1)C(=O)O
    -5.9%	37.0%	-6.3%	-1.6%	-1.7%	2.5%	2.7%	-0.1%[59 µM]	8.7
Cn1c(N)c(C(=O)CSc2nnc(-c3cccs3)n2C2CC2)c(=O)[nH]c1=O
    -7.8%	18.7%	4.1%	-11.0%	3.8%	-3.7%	8.5%	50.1µM*	5.1
Cc1cc(NC(=O)COC(=O)[C@H](Cc2c[nH]c3ccccc23)NC(=O)c2ccc(F)cc2)no1
    2.0%	10.7%	u	-20.2%	-14.0%	-2.0%	-1.7%	u	7.0
CCOc1ccc(NC2OCC(O)C(O)C2O)c([N+](=O)[O-])c1 (stereo unspecified)
    4.7%	19.5%	-27.9%	-14.8%	13.3%	-9.5%	-10.9%	-3.0%	3.8
Cc1cnc(C(=O)OCC(=O)c2ccc(-c3ccccc3)cc2)cn1
    1.4%	41.6%[activator]	-13.5%	-6.7%	0.7%	-6.0%	3.7%	43.6%	-3.5
O=C1NC(=O)C(Cc2c[nH]c3ccccc23)N1 (stereo unspecified)
    3.6%	-2.6%	3.5%	-6.0%	1.4%	-9.5%	i	13.2%	3.8
Cc1cc([N+](=O)[O-])nn1CC(=O)N/N=C/c1ccccc1Br
    0.6%	8.7%	-8.3%	-11.2%	-2.1%	-0.5%	2.0%	5.6%	-0.3
Cc1cc(C)c(S(=O)(=O)NC(CC(=O)O)c2cccc([N+](=O)[O-])c2)c(C)c1 (stereo unspecified)
    13.3%	9.2%	x	-6.5%	5.0%	-20.1%	-7.5%	u	0.1
COc1ccc2ccccc2c1CN(C)Cc1ccccc1
    0.3%	13.8%	u	28.2µM*	15.0%	-3.5%	-4.4%	-7.3%[0.501 µM]	-4.0
Cc1nc(Oc2ccccc2)c2oc3ccccc3c2n1
    0.6%	60.3%[activator]	24.1%	27.8%	-1.6%	-12.4%	7.8%	35.8%[activator]	1.9
O=C(Cc1cc(=O)oc2cc(O)ccc12)N[C@@H](Cc1c[nH]c2ccccc12)C(=O)O
    0.6%	8.9%	2.6%	-23.5%	3.8%	-4.3%	-10.9%	-7.2%	4.4
Cc1ccc(C2=NN(C)c3nc4ccccc4n3C2)cc1
    0.6%	71.7%[activator]	6.7%	31.3%[activator]	-18.6%	19.4%	-6.4%	u	-1.4
Cc1oc(-c2ccccc2Cl)nc1Cn1cccc1C1=NC(c2ccccc2)CO1 (stereo unspecified)
    -0.7%	31.4%[activator]	-0.8%	-21.6%	-3.9%	28.0%	-6.8%	10.2%[59 µM]	4.3
Cc1ccc(C(=O)NCc2ccco2)o1
    40.1%[activator]	-7.6%	5.3%	-20.4%	3.0%	-2.0%	-6.7%	15.2%	1.9
COc1ccc(CNC(=O)CCS(=O)(=O)c2ccc3c(c2)CCN3C(C)=O)cc1
    4.4%	-6.7%	-7.8%	-29.8%	3.2%	-0.5%	5.9%	18.7%	1.5
NS(=O)(=O)c1ccc(CCNC(=O)C(=O)Nc2cc3c4c(c2)CC(=O)N4CCC3)cc1
    -10.8%	25.9%	-18.6%	-3.4%	1.6%	u	i	-29.4%	-7.1
COc1cc2c(cc1OC)CN(C(=O)Cc1ccccc1)CC2
    -3.1%	53.0%[activator]	3.5%	-20.5%	-2.0%	2.4%	5.1%	8.8%	8.6
O=C(O)c1ccc2c(c1)C(=O)N([C@]1(C(=O)O)CC1c1ccccc1)C2=O (stereo partly specified)
    x	x	-2.9%	u	x	-9.2%	x	5.5%[12.7 µM]	x
CCCCOc1ccc(-c2nnc(-c3ccco3)o2)cc1
    -3.4%	48.3%[activator]	12.6%	16.2%	-15.0%	2.0%	3.4%	3.2%	-3.8
COc1ccc(C(=O)Nc2ccc(Cl)c(S(=O)(=O)Nc3ccccc3OC)c2)cc1
    -4.1%	12.9%	-6.9%	-22.9%	-3.6%	5.3%	-2.9%	-6.5%[59 µM]	7.6
CN(C)CCCOC(=O)c1cc2ccccc2o1
    -8.7%	53.2%[activator]	6.9%	-15.8%	-11.2%	17.0%	-0.3%	13.1%[59 µM]	-17.6

# An unsorted share of the library, and some 11% of all compounds hit somewhere here.
